# PLK1 PBD inh: blocks phosphopeptide binding to human PLK1 polo-box domain. AID 720504. P53350. Plk1 PBD binding of FITC phosphopeptide, fluorescence polarization. Potency, µM, without a hit: max response, negative = inhibition, actives largely listed as inhibitors. 2.8% of 360,000 active; further: potency means the concentration at half of the fitted maximal effect; series mostly up to about 57 µM; on the % scale 0 is the no-effect control and ±100 the full control effect; nearly all actives have a fitted effect of over 65% in size
# HEK293 tox: cytotoxicity counter-screen for GLP-1 receptor inverse agonists; HEK293 cAMP-luciferase reporter cells, luminescence, 24 h; Potency, µM (titrated, usually from 38.3 µM), for the others: top-dose activity change, negative = inhibition, hits mostly inhibitors; 0.13% of 410,000 active;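 further: loss of luciferase light is scored as toxicity; potency means the concentration at half of the fitted maximal effect; on the % scale 0 is the no-effect control and ±100 the full control effect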
#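 To flag toxic compounds, the library was rerun on cells for 24 hr at 37 deg C and 5% CO2. Viability-linked luminescence was captured 12 min after adding luciferase detection reagent.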
# PI5P4Ka inh: inhibitors of human PI5P4K alpha; AID 652105; P48426; 1.2% of 330,000 active; max response, %; PI5P4Kalpha enzyme, ADP-Glo luminescence, 60 min; active compounds read low; active means max response of -50% or lower; inconclusive means between -30% and -50%; inactive means -30% or higher; further: value at the top dose of about 77 µM; on the % scale 0 is the no-effect control and ±100 the full control effect
# Target sequence (P48426 whole entry, looked up): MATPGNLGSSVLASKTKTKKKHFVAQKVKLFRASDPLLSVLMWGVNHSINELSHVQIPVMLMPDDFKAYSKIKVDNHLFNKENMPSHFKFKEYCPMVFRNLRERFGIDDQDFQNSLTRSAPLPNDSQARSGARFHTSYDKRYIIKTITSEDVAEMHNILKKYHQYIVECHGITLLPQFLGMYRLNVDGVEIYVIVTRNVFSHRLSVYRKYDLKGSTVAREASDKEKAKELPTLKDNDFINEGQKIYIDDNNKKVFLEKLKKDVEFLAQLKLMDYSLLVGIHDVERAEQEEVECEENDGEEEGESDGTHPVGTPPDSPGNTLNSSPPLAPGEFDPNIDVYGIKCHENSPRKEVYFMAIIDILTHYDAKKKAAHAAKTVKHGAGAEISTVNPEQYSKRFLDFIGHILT
#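 Single end-point luminescence (ADP-Glo) quantified ADP from PI5P4Kalpha turnover; ATP 5 microM final, 1 h at RT, 0.1% CHAPS and 0.28 mM EGTA in HEPES pH 7.4.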
# GLP1R inv ag: inverse agonists of human GLP-1 receptor; P43220; HEK293 GLP-1R CRE-luciferase, luminescence, 24 h; GLP-1R form is constitutively active; Potency, µM (titrated, usually from 38.3 µM), without a hit: top-dose activity change, negative = inhibition, hits mostly inhibitors; 1.6% of 410,000 active; AID 624417; further: potency means the concentration at half of the fitted maximal effect; on the % scale 0 is the no-effect control and ±100 the full control effect; nearly all actives have a fitted effect of over 55% in size
# Target sequence (P43220 whole entry, looked up): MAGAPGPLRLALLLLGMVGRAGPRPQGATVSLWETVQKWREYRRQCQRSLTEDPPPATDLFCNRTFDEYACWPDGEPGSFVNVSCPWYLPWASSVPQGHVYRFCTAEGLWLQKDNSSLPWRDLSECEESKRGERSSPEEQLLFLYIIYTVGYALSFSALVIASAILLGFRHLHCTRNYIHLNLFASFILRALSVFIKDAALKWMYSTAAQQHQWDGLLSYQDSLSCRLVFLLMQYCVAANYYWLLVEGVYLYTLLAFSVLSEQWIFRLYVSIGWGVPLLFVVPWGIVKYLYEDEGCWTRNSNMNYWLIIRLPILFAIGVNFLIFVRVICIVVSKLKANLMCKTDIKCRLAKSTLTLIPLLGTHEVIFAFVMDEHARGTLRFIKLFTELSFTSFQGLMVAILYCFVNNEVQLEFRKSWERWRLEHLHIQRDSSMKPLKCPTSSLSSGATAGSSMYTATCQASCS
#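 Constitutively active GLP-1R drives a cAMP-responsive luciferase in stably transfected HEK293 cells; test compounds are added after overnight (12 h) attachment and left 24 hr, and signal loss in luminescence marks inhibition.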
# WRN inhibitor: blocks human WRN helicase | Q14191 | WRN helicase unwinding, fluorescent forked duplex, kinetic | Potency, µM (series often up to 114 µM), for the others: at the highest dose activity change, negative = inhibition, actives largely listed as inhibitors | 0.46% of 360,000 active | AID 651768; further: potency means the concentration at half of the fitted maximal effect; on the % scale 0 is the no-effect control and ±100 the full control effect; nearly all actives have a fitted effect of over 55% in size
#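 Fluorescence dequenching readout, ex 525 nm/em 598 nm, kinetic mode: forked duplex DNA (100 nM final) with adjacent fluorophore and quencher unwound by WRN (20 nM final) with 2 mM ATP. Compound preincubation 15 min, room temperature.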
# IL-2 act: activators of IL-2; activation, % (series mostly up to about 46 µM); 0.065% of 360,000 active; AID 652025; IL-2 activation reporter assay, cell-based qHTS; stimulated with anti-CD3/CD4/CD28 beads; in transgenic mouse T cells; in the data active means activation above about 50%; inconclusive means mostly about 30% to 49%; further: 0% is about no effect
#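 Unstimulated transgenic mouse T cells preincubated 60 min with compound, then stimulated with anti-CD3/anti-CD4-coated beads plus anti-CD28 for 18 h at 37 degrees C. IL-2 response read as EGFP and DsRed fluorescence by plate cytometry.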
# DRD3 antagonist: antagonists of human D3 dopamine receptor. max response, negative = inhibition, %. AID 652054. D3R cells, DiscoveRx beta-arrestin luminescence, antagonist mode; active compounds read low. 2.5% of 360,000 active; in the data active means max response below about -50%; inconclusive means no clear call, values can overlap the other calls; further: on the % scale 0 is the no-effect control and ±100 the full control effect; mostly tested at two doses, the higher about 12 µM
#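 Cells plated overnight at 1500 cells/well, then exposed to library compounds with dopamine controls for 90 minutes at 37 degrees C. DiscoveRx reagent added for 30–60 minutes at room temperature; luminescence read, quantitative HTS format.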
# GLP1R ag: GLP-1 receptor (human) agonism; Potency, µM (series often up to 45.6 µM), without a hit: at the top dose activation, usual class: activators; P43220; 0.007% of 380,000 active; HEK293 GLP-1R CRE-luciferase, luminescence, 4-6 h; cells express a hypersensitive GLP-1R form; further: potency means the concentration at half of the fitted maximal effect; % of control where 0% means no effect
# D3 ag: D3 dopamine receptor (human) agonism; P35462; D3R DiscoveRx beta-arrestin cells, luminescence, 90 min; max activation, %; 0.58% of 410,000 active; in the data active means max activation above about 30%; further: 0% is about no effect; mostly tested at two doses, the higher about 12 µM
#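 Agonist-mode cell screen: cells plated at 1500/well and incubated overnight at 37 °C, then exposed to library compounds for 90 min at 37 °C. Detection reagent was added for 30–60 min at room temperature, and luminescence was read.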
# * = called active by the depositor; ? = inconclusive; · = not tested or not shown; [ ] = dose if it differs, or a comment. Unless noted, the call rests on the fitted dose curve; in most records, active means well fitted curve in the direction sought with a large enough effect; inconclusive means small, poorly fitted or top-dose-only effect, or another doubt; inactive means no such curve, though single readings can be large; an effect the other way counts as inactive or inconclusive.
[1] Cc1ccc(SCC(=O)OCC(=O)NCCc2ccccc2)cc1
[2] O=C(Nc1ccc(Cl)cc1F)c1ccc(COc2c(F)c(F)c(F)c(F)c2F)o1
[3] O=C(NCC(c1ccco1)N1CCCC1)c1cccc(S(=O)(=O)Nc2ccc(F)cc2)c1 (configuration not stated)
[4] Cc1nn(CC(=O)NC(=O)NC2CCCCC2C)c(=O)c(C#N)c1C (configuration not stated)
[5] CCNc1nc(Oc2c(Cl)cccc2Cl)cc(C(F)(F)F)n1
[6] Cc1oc2ccc(O)cc2c1C(=O)c1ccc(Br)cc1
entry no.	1	2	3	4	5	6
PLK1 PBD inh	-11%	-4%	7%	-3%	3%	9%
HEK293 tox	13%	2%	-5%	18%	-11%	-2%
PI5P4Ka inh	4	-24	-2	-6	20	-1
GLP1R inv ag	41%[activator]	?	?	4%	-3%	?
WRN inhibitor	-5%	-17%	-3%	-8%	2%	-5%
IL-2 act	-0.1	0.3	-0.4	-0.3	-3.1	-4.4
DRD3 antagonist	-4	20	-1	-4	-19	-7
GLP1R ag	8%	-1%	0%	-5%	-18%	0%
D3 ag	-4	-1	-4	2	4	1

[7] CCCCOc1ccc(N(CC(=O)NC2CCCCC2)C(=O)c2snc(C(N)=O)c2N)cc1
[8] O=C(NCc1nc2ccccc2[nH]1)c1cccs1
[9] Cc1cc(OCC(=O)OCC(=O)NC2CCCCCC2)ccc1Cl
[10] CCN1CCN(c2ccc(NC(=O)c3ccc(Cl)c(S(=O)(=O)N4CCCC4)c3)cc2)CC1
[11] CCOc1ccc(NC(=O)Nc2cc(-c3ccccc3)sc2C(=O)OC)cc1
[12] Cc1ccc(C)c(NC2=CC(=O)CC(C)(C)C2)c1C#N
entry no.	7	8	9	10	11	12
PLK1 PBD inh	34µM*	2%	-2%	-3%	-11%	-7%
HEK293 tox	9%	8%	5%	-10%	2%	-15%
PI5P4Ka inh	-10	0	6	2	0	-1
GLP1R inv ag	7%	-4%	6%	3.5µM*	?	10%
WRN inhibitor	13%	7%	-5%	-23%	-6%	-9%
IL-2 act	-3.7	-2.9	0.2	-0.7	-2.6	-4.0
DRD3 antagonist	-7	-12	5	6	0	-10
GLP1R ag	0%	-3%	-5%	-3%	-9%	-2%
D3 ag	-7	-5	3	-4	3	2

# An excerpt from above, showing only D3 ag and WRN inhibitor.
No. | smiles | D3 ag | WRN inhibitor
9 | Cc1cc(OCC(=O)OCC(=O)NC2CCCCCC2)ccc1Cl | 3 | -5%
12 | Cc1ccc(C)c(NC2=CC(=O)CC(C)(C)C2)c1C#N | 2 | -9%

# Going on with the list.
[13] COc1ccc(CNC(=O)C2CC(c3cccc([N+](=O)[O-])c3)=NO2)cc1 (configuration not stated)
[14] CC(C)NS(=O)(=O)c1ccc(CCC(=O)N2CCOCC2)cc1
[15] CN(C)CCCNC(=O)N1c2ccccc2C=Cc2ccccc21
[16] CC1(C)Cc2c(sc3nc(-c4ccccc4)oc(=O)c23)CO1
[17] Cc1c(Cl)cccc1NC(=S)NC1CC1
[18] Clc1ccccc1Cn1nnc(-c2cccs2)n1
entry no.	13	14	15	16	17	18
PLK1 PBD inh	8%	-1%	27µM*	-12%	-4%	-3%
HEK293 tox	-8%	2%	-1%	21%	5%	5%
PI5P4Ka inh	2	·	-12	5	0	-1
GLP1R inv ag	-24%	-2%	-15%	29%	5%	?
WRN inhibitor	4%	4%	5%	-7%	-3%	-7%
IL-2 act	0.9	-2.2	-1.2	-0.1	0.4	1.8
DRD3 antagonist	12	-9	-52*	-6	3	-2
GLP1R ag	13%	-5%	-2%	-1%	-7%	1%
D3 ag	-10	1	-9	17	1	-22

[19] COc1ccc(-c2noc(COC(=O)c3ccco3)n2)cc1OC
[20] CC(=O)Nc1ccc(S(=O)(=O)N2CCC(NC(=O)c3ccccc3)CC2)cc1
[21] Cc1ccc(C(=O)NNC(=O)Cc2nc3nc(C)cc(C)n3n2)cc1
[22] CN(C)CCC1c2ccc(Cl)cc2CCc2cccnc21 (configuration not stated) (tested in a mixture with another compound)
[23] O=C(NNc1ncnc2c1cnn2-c1ccccc1)c1cccs1
[24] c1csc(-c2ccnc3ncnn23)c1
entry no.	19	20	21	22	23	24
PLK1 PBD inh	4%	-3%	-3%	-8%	-7%	-6%
HEK293 tox	-1%	-22%	7%	2%	12%	7%
PI5P4Ka inh	1	1	4	-1	0	-2
GLP1R inv ag	8%	7%	3%	?	8%	29%
WRN inhibitor	1%	-1%	1%	7%	-9%	-2%
IL-2 act	1.3	0.8	1.4	-0.4	5.2	0.9
DRD3 antagonist	4	20	-4	-26	-19	-7
GLP1R ag	19%	2%	3%	4%	-1%	-4%
D3 ag	2	-2	2	-16	5	-23

[25] Cc1cc(Cl)ccc1C(=O)C1CCCN(C(=O)c2ccc3c(c2)OCO3)C1 (configuration not stated)
[26] COc1ccccc1NS(=O)(=O)c1cc(NC(=O)CN2C(=O)NC3(CCCC3)C2=O)ccc1C
[27] CC1CCCCN1CC(O)COCc1ccccc1 (configuration not stated)
[28] O=C(CN1CCCCC1)Nc1nnc(-c2ccccc2)s1
[29] COc1ccc(C(CNC(=O)c2ccc(OCc3ccccc3)cc2)N2CCOCC2)cc1 (configuration not stated)
[30] C[C@@H](C(=O)NCc1ccco1)N1C(=O)N2CCc3c([nH]c4ccccc34)[C@@]2(C)C1=O
entry no.	25	26	27	28	29	30
PLK1 PBD inh	0%	-5%	-10%	-9%	6%	-10%
HEK293 tox	-10%	0%	1%	-2%	-10%	1%
PI5P4Ka inh	1	-8	-5	7	7	1
GLP1R inv ag	?	-12%	-22%	0%	?	?
WRN inhibitor	-3%	-29%	6%	-28%	-4%	4%
IL-2 act	-3.3	0.0	2.5	-3.7	-5.4	-0.4
DRD3 antagonist	-7	17	-14	23	0	0
GLP1R ag	-7%	-2%	-3%	-2%	3%	-3%
D3 ag	4	0	-16	-14	-11	-18

[31] Cc1ccc(S(=O)(=O)N(C)c2ccc(C(=O)NCC(c3ccco3)N3CCCC3)cc2)cc1 (configuration not stated)
[32] COc1cc(C(=O)OCC(=O)NCc2ccco2)cc(OC)c1OC
[33] CCOc1ccc(S(=O)(=O)n2cnc(C)c2)cc1
[34] O=C(Nc1ccc(F)cc1)Nc1nnc([C@@H]2C[C@H](O)[C@@H](CO)O2)s1
[35] COc1cc(NC2=CC(=O)CC(C)(C)C2)cc(OC)c1OC
[36] O=C(Nc1cc(C(=O)N2CCN(c3ccccc3)CC2)ccc1Cl)c1cccs1
entry no.	31	32	33	34	35	36
PLK1 PBD inh	-13%	-9%	4%	-3%	-5%	3%
HEK293 tox	7%	-1%	4%	-9%	-1%	-13%
PI5P4Ka inh	1	-19	-1	4	20	-1
GLP1R inv ag	?	31%[activator]	22%	24%	-19%	2%
WRN inhibitor	-2%	-12%	2%	-6%	4%	-6%
IL-2 act	0.5	-0.9	0.0	0.8	0.2	-3.0
DRD3 antagonist	-28	21	3	-4	8	0
GLP1R ag	11%	2%	-4%	-3%	6%	1%
D3 ag	-1	10	1	62*	2	3

# Arranged by length of the SMILES (ascending): part of the list above.
[35] COc1cc(NC2=CC(=O)CC(C)(C)C2)cc(OC)c1OC
[32] COc1cc(C(=O)OCC(=O)NCc2ccco2)cc(OC)c1OC
[31] Cc1ccc(S(=O)(=O)N(C)c2ccc(C(=O)NCC(c3ccco3)N3CCCC3)cc2)cc1 (configuration not stated)
entry no.	35	32	31
PLK1 PBD inh	-5%	-9%	-13%
HEK293 tox	-1%	-1%	7%
PI5P4Ka inh	20	-19	1
GLP1R inv ag	-19%	31%[activator]	?
WRN inhibitor	4%	-12%	-2%
IL-2 act	0.2	-0.9	0.5
DRD3 antagonist	8	21	-28
GLP1R ag	6%	2%	11%
D3 ag	2	10	-1

# (continued)
[37] COc1ccc(N2CCN(S(=O)(=O)c3ccc(OC)cc3)CC2)cc1
[38] CC1=C(C(=O)O)N2C(=O)C(NC(=O)c3nn(C)c(C)c3Cl)C2SC1 (configuration not stated)
[39] Cc1cc(F)c(F)cc1C(=O)N1CCCC1
[40] CCO[C@@H]1OC(C(=O)N2CCN(Cc3ccc4c(c3)OCO4)CC2)=C[C@H](c2cn(C(C)=O)c3ccccc23)[C@H]1CCCO
[41] Cc1cccc(-n2c(SCC(=O)NCc3ccco3)nc3ccccc3c2=O)c1
[42] COc1ccc(-c2noc3c2-c2nc(-c4ccc(Br)cc4)sc2CC3)cc1
entry no.	37	38	39	40	41	42
PLK1 PBD inh	?	?	-28%	4%	-3%	-13%
HEK293 tox	17%	-15%	-20%	0%	?	-4%
PI5P4Ka inh	·	?	1	17	·	0
GLP1R inv ag	26%	12%	4%	-29%	?	6%
WRN inhibitor	1%	-10%	5%	1%	-2%	4%
IL-2 act	-1.9	1.4	-0.9	-0.2	-0.7	0.9
DRD3 antagonist	14	-8	-3	6	-12	4
GLP1R ag	1%	4%	-5%	1%	0%	0%
D3 ag	5	-2	4	-9	-3	6

[43] O=[N+]([O-])c1ccc(-c2nc(NCc3cccnc3)c3ccccc3n2)cc1
[44] CC(Oc1ccccc1)C(=O)N1CCN(c2ncccn2)CC1 (configuration not stated)
[45] NS(=O)(=O)c1ccc(N2N=C(c3ccccc3)CC2c2ccccc2)cc1 (configuration not stated)
[46] COc1cccc(N2CCN(C(=O)/C=C/c3ccco3)CC2)c1
[47] O=C1NC[C@H](Cc2ccc(O)cc2)N(CCc2cccc(F)c2)C1=O
[48] Cc1ccc(-c2nnc3n2N=C(c2ccccc2)CS3)cc1
[49] Cc1ccc(CC(=O)NC2CCN(Cc3ccccc3)CC2)cc1
[50] COc1ccc(OC)c(-c2csc(N(C)C(=O)c3ccco3)n2)c1
entry no.	43	44	45	46	47	48	49	50
PLK1 PBD inh	-2%	-8%	-17%	4%	-11%	-15%	-11%	-5%
HEK293 tox	5%	-13%	138%[activator]	4%	5%	4%	-2%	0%
PI5P4Ka inh	20	0	-11	-11	-1	-9	-12	4
GLP1R inv ag	56%[activator]	18%	?	51%[activator]	3%	58%[activator]	-27%	16%
WRN inhibitor	-3%[57.1 µM]	4%	-11%	4%	-1%	-4%	?	-1%
IL-2 act	-4.6	-0.5	2.4	0.7	-0.2	-0.8	0.0	3.3
DRD3 antagonist	20	19	3	5	-24	?	-55*	15
GLP1R ag	2%	5%	-4%	11%	-3%	17%	6%	2%
D3 ag	0	5	2	0	-6	-5	-10	-2
